# Compound activity as filed in PubChem.
# PME-1 primary – blocks human protein phosphatase methylesterase 1; Q9Y570; recombinant PME-1, FP-Rh probe fluorescence polarization; inhibition, % at 5.9 µM; hit rate 0.53% among 320,000; AID 2130;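 active = inhibition above the campaign mean of all compounds plus 3 SD, cut at about 26% in these data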;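 also: competitive labeling of PME-1 active site by serine hydrolase directed probe; 0% = PME-1 with DMSO and 100% = wells lacking PME-1 enzyme; inhibitors block probe labeling so polarization falls and inhibition rises; many of its hits are not listed in these tables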
# Target sequence (Q9Y570 whole entry, looked up): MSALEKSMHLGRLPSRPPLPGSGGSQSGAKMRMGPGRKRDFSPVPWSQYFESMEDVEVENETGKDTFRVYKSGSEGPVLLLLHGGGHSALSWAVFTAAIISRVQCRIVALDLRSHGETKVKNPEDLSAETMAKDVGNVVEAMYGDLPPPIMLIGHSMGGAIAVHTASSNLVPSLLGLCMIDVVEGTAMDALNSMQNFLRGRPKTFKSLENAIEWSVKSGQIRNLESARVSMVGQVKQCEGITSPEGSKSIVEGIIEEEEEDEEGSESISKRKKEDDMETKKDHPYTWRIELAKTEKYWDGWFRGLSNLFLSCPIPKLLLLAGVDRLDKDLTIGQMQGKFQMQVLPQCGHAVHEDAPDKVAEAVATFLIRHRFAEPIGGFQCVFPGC
# Fam108B inh – Fam108B inhibition, counter-screen for RBBP9 inhibitors. recombinant Fam108B, FP-Rh probe fluorescence polarization. inhibition, % at 9.51 µM. hit rate 0.33% among 300,000. AID 1947;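 active = inhibition above the screen mean inhibition plus 3 SD, computed separately per campaign, cut at about 18% in these data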;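 also: inhibitors lower polarization as less probe binds the enzyme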
# GLD-1 TGE inh – GLD-1-TGE RNA interaction inhibition (C. elegans); Q17339; purified GLD-1 + fluorescein TGE RNA, fluorescence polarization; inhibition, % at 5.96 µM; hit rate 0.44% among 320,000;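 active = percent inhibition above a per-plate cutoff, the plate mean of test compounds plus 3 SD, cut at about 30% in these data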;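 also: 0% = DMSO wells with GLD-1 and probe and 100% = wells lacking GLD-1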
# GRK2 inh – human GRK2 inhibition via aptamer displacement | P25098 | bead flow cytometry, FAM-aptamer displacement from GRK2 | inhibition of aptamer binding, % at 10 µM | hit rate 0.59% among 330,000 | AID 488847;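 active = inhibition of aptamer binding above 40%, roughly 3 SD of noise, on plates passing a quality check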;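 also: median bead fluorescence of bound FAM aptamer so fluorescent compounds give negative values; no value below 0 was filed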
# Target sequence (P25098 whole entry, looked up): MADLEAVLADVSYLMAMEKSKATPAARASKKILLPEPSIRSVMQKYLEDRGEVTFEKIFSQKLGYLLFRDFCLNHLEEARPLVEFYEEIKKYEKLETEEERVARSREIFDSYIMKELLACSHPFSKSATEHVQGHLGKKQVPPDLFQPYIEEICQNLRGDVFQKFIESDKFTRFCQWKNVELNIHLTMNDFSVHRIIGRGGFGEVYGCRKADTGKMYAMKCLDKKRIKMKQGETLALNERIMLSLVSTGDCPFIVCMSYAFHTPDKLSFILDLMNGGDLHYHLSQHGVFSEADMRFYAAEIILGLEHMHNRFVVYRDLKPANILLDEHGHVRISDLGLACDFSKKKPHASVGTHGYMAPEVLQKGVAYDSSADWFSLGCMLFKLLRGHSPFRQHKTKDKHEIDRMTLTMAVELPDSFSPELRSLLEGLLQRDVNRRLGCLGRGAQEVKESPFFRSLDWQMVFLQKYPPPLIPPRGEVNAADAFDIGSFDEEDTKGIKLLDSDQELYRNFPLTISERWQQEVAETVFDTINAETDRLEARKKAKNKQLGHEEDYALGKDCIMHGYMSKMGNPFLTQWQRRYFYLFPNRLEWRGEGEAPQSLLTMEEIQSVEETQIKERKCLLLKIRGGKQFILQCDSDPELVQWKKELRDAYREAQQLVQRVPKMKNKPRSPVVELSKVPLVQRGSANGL
# Efflux pump mplx – inhibitors of Candida antifungal efflux pumps expressed in yeast; S. cerevisiae Candida pump triplex, Nile Red efflux; inhibition, % at 10 µM; hit rate 0.44% among 330,000; AID 485275;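 active = plate passing quality check with inhibition over a set limit, or well fluorescence over plate mean plus 4 SD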;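 also: Nile Red retained in pooled yeast measured as flow cytometry median fluorescence; 0% = buffer negative control and 100% = Enniatin B positive control; higher means more Nile Red kept so more efflux inhibition; some compounds called inactive have numbers as strong as hits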
# MEX-5 binding – C. elegans MEX-5 TCR-2 RNA binding activity. Q9XUB2. MEX-5/FITC-TCR2 RNA binding, fluorescence polarization; active compounds read low. activity score (negative = inhibition of binding), % at 10 µM. hit rate 0.38% among 300,000;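 active = inhibition past about -25% in most replicates, and total fluorescence under double the plate's negative control median, limit read from the data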;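 also: 0% = DMSO and -100% = 5 µM competing unlabeled TCR2 RNA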
# VLA-4 inh – inhibition in a human VLA-4 binding assay; VLA-4 expressing cells, ligand binding flow cytometry; AID 2557; hit rate 0.2% among 330,000; inhibition, % (about 7 µM as worked out from the volumes in the protocol); in the data active = inhibition above about 50%
# Bcl-xL primary – inhibitors of human Bcl-xL. inhibition, % at 10.9 µM. GST-Bcl-xL / FITC-Bim BH3 peptide fluorescence polarization. Q07817. hit rate 0.7% among 320,000;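 active = inhibition above the mean of all tested compounds plus 3 SD, cutoff set per campaign, cut at about 30% in these data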;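 also: 0% = DMSO wells and 100% = unlabeled Bim-BH3 peptide competitor; inhibitors lower millipolarization by displacing the labeled peptide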
# MCL1 BIM primary – disrupts human MCL1 binding to BIM-BH3 peptide; Q07820; GST-MCL1 / FITC-Bim-BH3 fluorescence polarization; inhibition, % at 10.9 µM; hit rate 0.68% among 320,000; AID 2057;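 active = inhibition above the mean inhibition of all tested compounds plus 3 SD, set per campaign, cut at about 40% in these data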;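 also: 0% = DMSO wells and 100% = unlabeled Bim-BH3 peptide control; higher means more loss of mP so more displacement of Bim peptide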
# * = called active by the depositor; · = no result given. Not all compounds are listed, so the mix of outcomes need not match the whole.
# Order of results: PME-1 primary	MCL1 BIM primary	GLD-1 TGE inh	GRK2 inh	VLA-4 inh	Fam108B inh	MEX-5 binding	Bcl-xL primary	Efflux pump mplx
- Brc1ccc(-c2nc(-c3ccncc3)no2)cc1
 : 3	0	-1	0	4	-3	-0.3	2	0.2
- COc1ccccc1C(=O)COC(=O)Cn1c(C)csc1=O
 : -4	-11	0	2	12	0	0.5	-1	-0.2
- O=C(CSc1nnc2c(n1)[nH]c1ccc(S(=O)(=O)N3CCOCC3)cc12)Nc1ccccc1Cl
 : -20	-3	5	1	16	-13	0.8	2	0.3
- Cc1nc2nc(NC(=O)c3ccco3)[nH]n2c(=O)c1C
 : 0	7	4	4	3	4	-0.7	3	0.1
- Cc1nnc2c(NCCC(C)C)nc3ccccc3n12
 : ·	·	·	1	2	·	1.0	·	0.0
- O=c1c(-c2ccccc2)nc(-c2ccccc2)cn1O
 : -2	6	-1	0	4	3	0.1	2	-0.1
- O=C(CCN1CCN(c2ccc(Cl)cc2)CC1)Nc1ccccc1F
 : -1	3	6	0	15	1	1.8	0	0.5
- CS(=O)(=O)N1CCC(C(=O)Nc2ccc(Cl)c(C(F)(F)F)c2)CC1
 : -1	4	7	0	3	0	0.0	7	-0.1
- COc1ccc(C(=O)N(Cc2ccccc2)c2ccc(C)cc2)cc1S(=O)(=O)N1CCOCC1
 : 9	8	0	0	-2	3	0.6	6	0.0
- COc1ccc2[nH]c(-c3cccc(F)c3)cc(=O)c2c1
 : -8	3	4	·	·	5	1.6	3	·
- COC(=O)c1ccc(/C=C2/C(=O)Oc3ccccc32)cc1
 : -3	2	-10	1	8	-5	-0.7	1	0.1
- CCn1cc(C(=O)OCC(=O)OC2CC(C)CCC2C(C)C)c(=O)c2ccc(C)nc21 (stereo unspecified)
 : 26	-2	4	0	31	-5	0.3	5	0.0
- COc1ccc(C(=O)c2cc([N+](=O)[O-])ccc2N2CCN(C)CC2)cc1
 : 10	0	1	0	5	-1	3.2	-2	0.0
- Cc1c(-c2cc(C(=O)O)no2)cnn1C
 : 0	1	8	0	-1	1	1.9	-3	0.8
- CC(=O)c1ccc(N2CCN(C(=O)c3cc(C)on3)CC2)cc1
 : 3	2	4	0	7	0	-1.1	-2	0.2
- Cc1ccc(S(=O)(=O)N(C)C)cc1NC(=S)NCCCn1ccnc1
 : 3	5	-4	1	-5	-3	0.5	8	0.0
- Cc1ccc(-c2nc(=O)[nH]c3ccc(Br)cc23)cc1
 : ·	·	·	1	-1	·	3.6	·	-0.1
- Cc1ccc(NS(=O)(=O)c2cccc(C(=O)O)c2)c(C)c1
 : -2	0	7	2	3	4	0.7	-1	-0.1
- CCC(=O)Nc1nc2ccc3nc(C)sc3c2s1
 : -4	3	4	0	-10	0	0.2	7	-0.2
- Nc1ccc2nc(SCC(=O)c3ccccc3)sc2c1
 : 8	3	-4	0	18	4	-0.5	5	-0.1
- CC(C)C1S/C(=N/N=C/c2ccco2)NC1=O (stereo unspecified)
 : -11	10	-6	2	-4	-8	1.7	8	0.1
- CCC1Sc2ccc(S(=O)(=O)CCC(=O)Nc3c(Cl)cc(OC)cc3OC)cc2NC1=O (stereo unspecified)
 : 0	7	6	3	11	-1	-3.1	5	0.0
- O=C(c1ccc(=O)oc1)N1CCC(C(O)(c2ccccc2)c2ccccc2)CC1
 : 0	4	5	0	27	2	·	1	-0.1
- Nc1cc(=O)[nH]c(SCC(=O)Nc2cccc(S(=O)(=O)N3CCCCCC3)c2)n1
 : ·	·	-4	2	-2	·	·	·	-0.1
- c1ccc(C(c2nnnn2Cc2cccs2)N2CCN(C3CCCC3)CC2)cc1 (stereo unspecified)
 : -4	4	-1	0	18	5	0.8	3	0.0
- CN(C)c1ccc(NC(=O)COC(=O)c2ccc3c(c2)OCO3)cc1
 : ·	·	4	0	9	·	·	·	0.0
- O=C(Cc1ccccc1)N/N=C/c1ccc(OC(=O)/C=C\c2ccco2)cc1
 : -11	9	1	2	3	-6	0.0	3	-0.1
- CCOC(=O)C1CCCN(C(=O)c2ccccc2NC(=O)C2=C(C)OCCS2)C1 (stereo unspecified)
 : 0	-1	4	1	18	5	2.0	3	0.1
- O=C(CN1CCCCC1)N1c2ccccc2Oc2ccccc21
 : 0	-1	-6	0	6	1	0.4	1	0.0
- CC1CCN(C(=O)C2CCN(S(=O)(=O)c3cc(Cl)ccc3Cl)CC2)CC1
 : 13	3	2	1	21	0	-2.2	2	-0.1
- COC(CNc1nc(SC)nc2sc3c(c12)CCN(C)C3)OC
 : -1	8	7	4	-15	1	-5.1	9	0.3
- Cc1ccc(C(=O)N/N=C\c2ccc[nH]2)cn1
 : 2	-2	-12	1	-4	-2	0.6	-1	0.1
- COc1nc(N(C)C)nc(N2CC(=O)N(CCNS(=O)(=O)c3ccc(C)cc3)C2=N)n1
 : -14	2	-7	0	-8	2	1.2	5	-0.2
- COc1ccc(OCC(=O)Nc2nc3ccc(NC(C)=O)cc3s2)cc1
 : -56	-8	-2	1	36	-6	1.2	-2	0.1
- O=C1CC/C=C\C[C@@H](CC(=O)N(CCO)Cc2ccccc2)C(=O)NC[C@@H](c2ccccc2)O1
 : ·	·	6	0	17	·	·	·	-0.5
- CCc1c(C)sc(NC(=O)C2CCCCC2C(=O)O)c1C(N)=O (stereo unspecified)
 : 7	11	9	0	-8	2	-2.3	13	0.0
- COc1ccc2sc(N(CCN(C)C)C(=O)/C=C/c3cccs3)nc2c1
 : 1	-5	-2	0	2	1	2.7	0	0.0
- c1ccc2c(c1)OCC(c1nn3cnnc3s1)O2 (stereo unspecified)
 : 5	-4	3	2	2	-1	-1.9	-2	-0.1
- O=S(=O)(NCCNS(=O)(=O)c1ccc(F)cc1)c1ccc(F)cc1
 : 1	-4	-7	0	16	1	0.2	-2	0.3
- COC(=O)CC(NC(=O)C1CC1)c1ccc2c(c1)OCO2 (stereo unspecified)
 : 4	3	2	1	12	1	0.2	4	-0.2
- O=C(Nc1ccc(S(=O)(=O)N2CCOCC2)cc1)c1ccc(Cl)s1
 : -8	8	-1	3	20	-6	3.1	8	-0.1
- COc1ccc(NC(=O)/C(C#N)=C/c2ccc(OCCN3CCOCC3)c(OC)c2)c(OC)c1
 : 3	3	1	5	8	1	2.3	2	-0.3
- O=C(O)CCn1ncc2ccccc2c1=O
 : -2	0	6	4	-3	-2	0.1	4	0.3
- O=C(COC(=O)c1cccnc1Nc1ccccc1F)NCCN1C(=O)CSC1=O
 : -7	1	-4	0	-11	3	-1.5	3	-0.2
- CCS(=O)(=O)Nc1ccc(C(=O)c2ccccc2)cc1
 : -7	4	-5	0	-26	1	-2.3	6	-0.2
- CCN1C(=O)/C(=C2/Sc3ccc(OC)cc3N2C)SC1=Nc1cccc(O)c1
 : 4	4	2	1	-11	1	-3.1	4	0.0
- CCN(CCCNC(=O)CNC(=O)Cn1cnc2ccccc2c1=O)c1ccccc1
 : 1	7	4	0	13	-1	·	3	-0.1
- CC(c1ccccc1)N(C)C(=O)CN1CCN(S(=O)(=O)c2ccc3c(c2)OCCCO3)CC1 (stereo unspecified)
 : 11	2	3	4	-1	·	·	0	0.2
- COc1ccccc1Nc1nc(-c2cccs2)cs1
 : 6	4	-4	0	-31	9	-0.9	8	-0.1
- Cc1ccc(C(=O)C(OC(=O)c2cnccn2)c2ccccc2)cc1 (stereo unspecified)
 : -1	-2	8	1	48	1	-0.4	6	-0.1
- COCCn1c(SCC(=O)c2cccc(OC)c2)nnc1-c1ccco1
 : 3	-3	-3	0	-5	0	-0.2	-11	0.0
- O=C1NC(=O)C2(CCCCCCCCCCC2)N1
 : -4	3	11	0	1	3	2.5	4	-0.1
- C=CCNC(=O)C1CC(=O)N(c2ccc(OCC(=O)Nc3cccc(OC)c3)cc2)C1 (stereo unspecified)
 : -6	0	-4	1	22	4	-2.1	-4	0.1
- COc1ccc(C)cc1NC(=O)C(Sc1nnc(-c2ccncc2)n1-c1ccc(Cl)cc1)c1ccccc1 (stereo unspecified)
 : 2	-6	3	0	-10	1	2.2	-4	-0.1
- CCOC(=O)c1sc(=S)n(-c2cc(OC)ccc2OC)c1N
 : 1	3	-5	0	13	1	2.8	-1	0.0
- CCc1ccc(NCCC(=O)c2ccc(Cl)cc2)cc1
 : 2	5	-2	0	-4	7	0.3	3	-0.1
- O=C(CCCc1ccccc1)Nc1ccnn1C1CCN(Cc2ccc(CO)o2)CC1
 : -3	7	6	0	-7	-2	2.3	6	-0.1
- O=C(Cc1cccs1)NCCCc1ccccc1
 : 1	4	9	1	-5	-1	1.9	2	-0.1
- CCOC(=O)c1ccc(N2C(=O)CC(N3CCC(C(N)=O)(N4CCCCC4)CC3)C2=O)cc1 (stereo unspecified)
 : 0	-2	-4	0	6	3	·	2	0.1
- Cc1cc(C)cc(Nc2ncc3c(n2)CC(c2ccco2)CC3=O)c1 (stereo unspecified)
 : 0	1	0	0	-6	-1	0.8	3	-0.2

# The listing continues.
# Order of results: PME-1 primary	MCL1 BIM primary	GLD-1 TGE inh	GRK2 inh	VLA-4 inh	Fam108B inh	MEX-5 binding	Bcl-xL primary	Efflux pump mplx
- COc1cccc(CC2(CO)CCCN(CC3=Cc4cc(OC)ccc4OC3)C2)c1 (stereo unspecified)
 : 7	-1	-5	13	-4	1	-6.8	-2	-0.1
- Cc1nnc(SCC(=O)Nc2ccccc2NC(=O)CSc2nnc(C)s2)s1
 : -1	-4	-1	2	12	8	4.7	1	0.2
- Cc1cc[n+](CC(=O)Nc2cccc(C)c2)cc1
 : 0	2	5	0	6	0	5.2	1	-0.1
- CC(=O)NCC(=O)NC1CC(C)(C)Cc2c1cnn2-c1ccccc1 (stereo unspecified)
 : 3	-7	5	0	-3	-3	-0.7	0	0.2
- COc1ccc(-c2cc(=O)oc3cc(OCC(=O)NCCCn4ccnc4)ccc23)cc1
 : 6	0	-1	0	-2	1	2.9	3	0.5
- C=CCn1c(=O)[nH]c2cc(C(=O)N3CC=C(c4ccccc4)CC3)ccc2c1=O
 : 1	3	6	0	28	-5	1.2	3	0.2
- CN(C)CCOc1cccc(Br)c1
 : -1	4	0	2	-10	1	-1.6	7	-0.1
- Cc1cccc(NC(=O)CCN2CCCC(C)C2)c1 (stereo unspecified)
 : -2	19	6	1	2	1	2.4	9	0.0
- Cc1cc(C=O)c2c(c1)C=CC1(Oc3ccccc3C(=O)N1C)O2 (stereo unspecified)
 : -2	53*	109*	0	-4	-6	-1.7	58*	-0.2
- COc1cc(C(O)P(=O)(OCC(C)C)c2ccc(N(C)C)cc2)cc(OC)c1OC (stereo unspecified)
 : 2	1	-2	1	3	-4	1.4	5	0.2
- CC(C)COc1ccc(C(=O)N/C(=C/c2cccc([N+](=O)[O-])c2)C(=O)O)cc1
 : 7	4	-1	2	4	-2	-1.1	5	-0.1
- Cc1ccc(S(=O)(=O)N(C)c2nonc2C)cc1
 : 6	3	9	0	1	3	0.6	4	-0.1
- Cc1nc(NC(=O)CCl)sc1C(=O)N(C)C
 : 1	9	7	1	10	1	-1.2	2	0.0
- CCCN(C(=O)Cn1ncc2c([nH]c3ccccc32)c1=O)c1ccccc1C
 : 0	-4	5	1	3	-2	1.7	1	0.0
- O=C(CNC(=O)c1ccccc1)OC1CCCCC1
 : 1	7	-1	1	-4	3	-0.1	0	0.1
- CC(=O)c1sc(NC(=O)CCS(=O)(=O)c2ccc(C)cc2)nc1C
 : -1	3	11	3	6	-1	-1.8	5	0.0
- O=C(CS(=O)c1ccc(F)cc1)Nc1ccccc1Cl (stereo unspecified)
 : -3	14	6	0	-1	0	0.9	13	0.4
